Screening data: PubChem BioAssay, several laboratories
Hck Nef HTS – inhibitors of human Hck kinase activated by Nef; Recombinant Hck-YEEI plus Nef, Z-Lyte FRET kinase assay; inhibition, % at 20 µM; 0.68% of 220,000 active; AID 463187;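 active means Hck-Nef kinase inhibition above about 50%, limit read from the data; inactive means inhibition below that limit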;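 further: 0% = DMSO with Hck plus Nef and 100% = Hck alone without Nef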
Target sequence (P08631 whole entry, looked up): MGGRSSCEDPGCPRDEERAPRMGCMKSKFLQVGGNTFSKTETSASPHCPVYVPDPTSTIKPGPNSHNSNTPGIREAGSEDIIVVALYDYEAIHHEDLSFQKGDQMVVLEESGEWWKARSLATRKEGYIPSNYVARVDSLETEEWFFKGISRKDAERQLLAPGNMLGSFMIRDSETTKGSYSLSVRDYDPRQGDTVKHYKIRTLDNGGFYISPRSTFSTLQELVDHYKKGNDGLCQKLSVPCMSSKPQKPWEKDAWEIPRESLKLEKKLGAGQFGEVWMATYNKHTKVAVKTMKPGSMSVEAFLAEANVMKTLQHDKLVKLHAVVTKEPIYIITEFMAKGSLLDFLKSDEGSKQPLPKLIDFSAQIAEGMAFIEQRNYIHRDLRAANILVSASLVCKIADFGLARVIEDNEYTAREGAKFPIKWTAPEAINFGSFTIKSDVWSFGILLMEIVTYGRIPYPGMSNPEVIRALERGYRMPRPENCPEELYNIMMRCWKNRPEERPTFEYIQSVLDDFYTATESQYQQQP
PERK inhibitor – blocks human PERK kinase. Q9NZJ5. CHO PERK-DD fusion, SEAP luminescence translation reporter. inhibition, % at 5.6 µM. 0.17% of 220,000 active;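 active means inhibition above the mean inhibition of all tested compounds plus 3 SD, set separately per screening campaign, cut at about 2.9% in these data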;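 further: PERK kinase domain activated by AP20187 dimerizer at 100 nM; 0% = DMSO with dimerizer and 100% = rapamycin at 8.4 µM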
EP2 mod – modulators of human EP2 prostaglandin E2 receptor. EP2-expressing cells, cAMP HTRF FRET, PGE2 co-stimulation. induction, % at 25 µM. 0.83% of 260,000 active;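 active means compounds whose cAMP rise, as percent of the full-agonist control response, exceeds 60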;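 further: rat C6 glioma line stably carrying human EP2 under a CMV promoter; the protocol text gives 20 µM as final concentration; 100% = response of wells given 1 µM PGE2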
Target sequence (P43116 whole entry, looked up): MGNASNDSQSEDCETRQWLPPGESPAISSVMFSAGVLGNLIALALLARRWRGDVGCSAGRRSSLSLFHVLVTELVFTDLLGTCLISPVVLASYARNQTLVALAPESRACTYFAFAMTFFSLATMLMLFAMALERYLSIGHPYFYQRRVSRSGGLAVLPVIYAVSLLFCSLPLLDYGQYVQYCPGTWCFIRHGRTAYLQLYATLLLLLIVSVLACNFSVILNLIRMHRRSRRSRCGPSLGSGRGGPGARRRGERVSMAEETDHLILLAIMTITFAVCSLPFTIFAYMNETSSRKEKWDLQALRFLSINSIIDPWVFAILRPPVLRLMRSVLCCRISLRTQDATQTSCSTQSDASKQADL
zVAD death inh – L929 zVAD cell death inhibition; 0.38% of 220,000 active; AID 1377; viability rescue, % at 10 µM; L929 zVAD necroptosis rescue, ATP luminescence, 24 h; with zVAD 60 µM;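 active means activation, scaled between plate controls, above about 75%, limit read from the data; inactive means activation under that limit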;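 further: 0% = zVAD with DMSO and 100% = DMSO alone without zVAD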
Runt-CBFb FRET – blocks binding of human RUNX1 Runt domain to CBFb; Q01196+Q13951; Cerulean-Runt/Venus-CBFb FRET ratio 530/480, 1 h; inhibition, % at 20 µM; 0.46% of 220,000 active; AID 1496;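 active means inhibition over about 50% at 20 µM in the single-dose screen, limit read from the data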;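 further: 0% = DMSO wells and 100% = excess unlabeled CBFb competitor control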
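System: Cerulean-labeled Runt domain protein | Quantity: 100 nM of each labeled protein | Schedule: 1 h compound exposure, room temperature | Detection: Fluorescence energy transfer, 422 nm excitation, 530/480 nm emission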
TNF necrop inh – TNF-alpha cell death inhibition in Jurkat FADD-/- cells; Jurkat FADD-/- TNF necroptosis rescue, ATP luminescence, 24 h; 0 = TNF only, 100 = no-TNF cells; activation (protection from cell death), % at 10 µM; 0.068% of 220,000 active; AID 463075;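 active means activation, meaning protection from cell death, of at least 50% relative to plate controls; inactive means activation below 50%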;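 further: necroptosis triggered by 40 ng/mL TNF-alpha added together with compound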
EP2 antag – inhibitors of human EP2 prostaglandin E2 receptor | P43116 | C6 glioma cells expressing human EP2, cAMP TR-FRET; cells stimulated with saturating PGE2 | inhibition, % at 25 µM | 0.52% of 260,000 active | AID 1422;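 active means percent inhibition above 40 after rounding to a whole number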;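 further: rat C6 glioma host cells with rolipram phosphodiesterase inhibitor present; the protocol text gives 20 µM as final concentration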
Runt-SMMHC FRET – inhibitors of human RUNX1 Runt domain binding to CBFb-SMMHC. Q01196+Q13951. Cerulean-Runt/Venus-CBFb-SMMHC FRET ratio 530/480, 1 h. inhibition, % at 20 µM. 0.74% of 220,000 active. AID 1434;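 active means mean inhibition across duplicate retests at 20 µM reaching about 50%, limit read from the data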;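 further: 0% = DMSO wells and 100% = wells with excess untagged CBFb-SMMHC; inhibitors lower the FRET ratio by blocking Runt binding to CBFb-SMMHC; some results filed as inactive read as strong as hits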
RBBP9 inhibitor – inhibitors of human serine hydrolase RBBP9. recombinant RBBP9, FP-Rh probe fluorescence polarization. inhibition, % at 7.94 µM. 0.2% of 220,000 active. AID 1515;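 active means inhibition above the campaign mean of all tested compounds plus 3 SD, cut at about 14% in these data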;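 further: plate controls were DMSO wells with RBBP9 for no effect and wells lacking RBBP9 protein for full effect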
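Assay system: recombinant human RBBP9; Reagent: Serine-hydrolase probe FP-Rh, 375 nM pre-mixing; Doses: 7.94 µM single dose, 0.794% DMSO; Incubation: 30 min then 45 min, 25 °C; Detection: fluorescence polarization (mP), excitation 525 nm, emission 598 nm; Evaluation: percent inhibition from mP, scaled between DMSO and no-protein wells.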
* marks the source's active call; other numbers are inactive results; x = not tested or not shown; & = joins results of further samples. A portion of the library; the hit share may differ from the screen's.

SMILES	Hck Nef HTS	PERK inhibitor	EP2 mod	zVAD death inh	Runt-CBFb FRET	TNF necrop inh	EP2 antag	Runt-SMMHC FRET	RBBP9 inhibitor
COc1cccc(NC2=Nc3cccc4cccc2c34)c1	1	0.6	-10	0.1	-7	0.0	6	-12	10
Cc1ccc(N(CC(=O)N/N=C/c2cc(C)n(-c3ccccc3)c2C)S(C)(=O)=O)c(C)c1	2	-0.1	22	-1.2	0	-2.7	17	0	17*
CC(C(=O)NC1CCCCC1)N1CCN(C)CC1 (stereo not given)	14	0.9	25	-0.1	3	1.7	-1	-3	0
O=C(Nc1nnc(C23CC4CC(CC(C4)C2)C3)s1)c1ccco1	9	0.4	10	0.0	2	0.0	11	-2	0
COc1ccc(CN(C(=O)/C=C/C(=O)c2ccc(OC)cc2O)C(C(=O)NC2CCCCC2)c2ccncc2)cc1 (stereo not given)	2	-1.0	40	0.1	-7	2.2	5	-6	-6
CCn1cc(/C=N/NS(=O)(=O)c2ccc(OC)cc2)c(C)n1	2	0.0	1	-0.3	4	1.4	5	-1	1
OCCC1CN(Cc2cccn2-c2ncccn2)CCN1Cc1ccccc1 (stereo not given)	7	0.8	11	1.0	-1	1.5	3	-2	-3
CC12C=CC(=O)C=C1CCC1C3CCC(O)(C(=O)CO)C3(C)CC3OC312 (stereo not given)	27	0.2	0	15	2	-0.7	11	-1	-9
Cc1nn2c(CN(C(=O)c3ccco3)c3ccccc3)nnc2c2ccccc12	1	-0.7	x	0.4	x	-1.5	x	x	-8
Cc1ncc(N=Nc2ccc(F)cc2)c(-c2ccc(Cl)cc2)n1	0	1.5	-42	-0.2	-3	-3.0	12	-1	-3
Cn1ncc([N+](=O)[O-])c1C(=O)Nc1nccs1	1	0.2	19	-0.3	-2	1.9	11	1	1
COc1cccc(/C=N/NC(=O)CN2C(=O)NC3NC(=O)NC32)c1 (stereo not given)	1	1.4	5	0.8	0	1.5	4	-2	-6
O=C(O)c1ccc(C(=O)Nc2cccc(NC(=O)C3CCCO3)c2)cc1 (stereo not given)	8	0.9	13	-0.7	2	0.9	2	3	4
CCOC(=O)CN1N=C(/C=C/c2ccc(OC)cc2)CCC1=O	1	1.7	3	-0.1	-1	-2.2	11	4	0
Cc1cc(C)cc(OCc2nnc(SCC(=O)c3ccccc3)o2)c1	1	-0.7	6	-0.2	-2	-0.4	3	-5	-8
CN(C)CCNC(=O)C(C(=O)c1ccccc1)n1ccccc1=O (stereo not given)	2	1.2	6	1.0	0	-0.5	11	-1	1
c1cc(Nc2ncnc3sc4c(c23)CCC4)ccn1	-2	0.5	30	0.2	1	-0.8	3	0	-2
CCN(CC)S(=O)(=O)c1cc(NS(=O)(=O)c2cccc(Cl)c2Cl)ccc1C	2	0.0	8	1.2	-2	0.6	4	0	-3
Cc1c(NC(=O)COC(=O)CCC(=O)c2ccc(Cl)cc2)c(=O)n(-c2ccccc2)n1C	19	1.0	12	1.3	-1	2.1	4	0	-8
CCc1nc2oc(C(=O)c3ccccc3)c(N)c2c2c1COC(C)(C)C2	3	0.7	11	10	2	1.7	17	20	-9
COc1ccc(OC)c(CN2CCN(S(=O)(=O)c3ccc(NC(C)=O)cc3)CC2)c1	8	-0.2	-19	1.2	-1	3.2	3	-4	-12
COc1ccccc1N1CCN(C2=CC(=O)CCC2)CC1	-8	0.0	7	1.1	-2	1.5	16	3	-1
O=C(NCCc1cccc(Cl)c1)c1cccnc1	3	1.3	-4	-0.7	2	-1.3	5	-4	-3
CNC(=O)N(O)C1N(C)C(=O)N(Cc2ccccc2)C1(C)C (stereo not given)	0	1.2	-4	-0.1	1	0.8	8	-3	-8
COc1ccc(OCC(=O)N2CCN(C(=O)Cc3ccccc3)CC2)cc1	-1	-0.1	6	0.1	1	0.1	7	-2	1
Cc1ccc(S(=O)(=O)NCC(=O)OCC(=O)N2N=C(c3ccc(Cl)cc3)CC2c2ccco2)cc1C (stereo not given)	5	1.1	56	-0.9	-4	-2.2	15	0	-5
CCOc1ccccc1NC(=O)c1cnc2n(c1=O)CCS2	0	0.2	11	-0.4	-1	-0.7	15	-2	4
COc1ccc(Oc2nc(SC)nc3ccccc23)cc1	2	0.2	49	0.8	0	-2.2	5	2	-4
Cc1ccc(S(=O)(=O)Nc2cc(S(=O)(=O)N3CCCCC3)ccc2N2CCOCC2)cc1	27	0.4	-10	-0.2	-1	0.3	7	-1	3
CCN1CCN(c2ccc(N=Cc3ccc(O)cc3O)cc2)CC1	15	0.5	-1	0.9	4	-0.2	7	-22	-1
Cc1cccc(OCCNC(=O)CSc2ccc(C(F)(F)F)cc2[N+](=O)[O-])c1	1	0.7	15	0.0	-2	1.0	1	-5	0
COc1ccc(N(CC(=O)NC2CCCC2)C(=O)Cn2nnc(-c3ccc(OC)c(OC)c3)n2)cc1	17	-0.3	-10	-0.8	-2	2.7	6	1	-7
O=C(CCc1nc2ccccc2c(=O)[nH]1)NCc1ccccn1	11	-0.5	23	1.5	0	0.6	6	-2	-4
Cn1ccnc1Sc1ccccc1[N+](=O)[O-]	-19	-0.5	-11	-0.4	1	0.0	6	0	-3
CC1(C)CC(=O)C2=C(C1)N(c1ccccc1)C(=O)C2(O)C(F)(F)F (stereo not given)	-1	0.4	17	0.2	-4	1.7	10	1	-9
O=C(CSc1ccc(Cl)cc1)NCc1ccco1	23	0.5	-38&18	3.0	2	1.7	12&7	-3	-7
c1ccc(Cn2c(NCc3ccco3)nc3ccccc32)cc1	1	-0.9	24	-0.1	-1	0.1	6	-5	1
O=C1Cn2c(nc3ccccc32)N1c1ccccc1F	-7	0.2	14	0.5	2	2.8	19	0	2
COc1ccc(C(=O)c2c[nH]c(C(=O)NCc3ccco3)c2)cc1	0	-0.1	-23	-0.2	-1	-0.3	x	0	-5
CCOC(=O)c1cnc2c(C#N)c(C)nn2c1C	1	-0.4	11	1.3	-2	-1.3	3	-6	-2
O=C(Nc1cccnc1)c1cc(-c2cccs2)on1	1	-0.6	-17	-0.1	0	-4.3	5	-3	-8
CCC[N+](CC#CCO)(CC#Cc1ccccc1)CCC	19	-0.8	42	0.2	2	1.4	2	1	-4
Cc1sc(NC(=O)c2ccccc2)c(C(=O)NC(C)C)c1C	-1	0.7	2	0.4	0	0.5	7	1	6
Cc1ccc(C(=O)Nc2ccc(C(=O)N3CCCCC3)cc2)cc1	10	0.3	1	1.5	0	1.5	5	-4	3
O=C(Cn1cc2c(n1)CCCCC2)N1CCc2ccccc21	23	0.0	-11	0.4	0	-0.2	5	2	-4
CCC(C)(CC(=O)N(C)CCC#N)c1ccccc1 (stereo not given)	0	0.7	22	-0.1	2	-1.8	7	4	-4
O=[N+]([O-])c1ccccc1OCCCn1cnc2ccccc21	-10	1.3	-35	3.1	10	1.2	8	5	-1
O=c1oc2ccccc2c(Nc2ccccc2O)c1[N+](=O)[O-]	25	0.7	-37&7	71	1	5.1	3&6	1	-5
Cc1cc(C(=O)N/N=C/c2cccnc2)c(C)o1	-1	0.6	4	-0.4	1	-2.5	8	0	3
CC(C)(C)c1ccc(C(=O)N/N=C/c2ccc(OCCCF)cc2)cc1	3	0.3	-33	4.8	-1	-0.7	6	-2	-8
CCn1c(N2CCN(S(=O)(=O)c3ccccc3C(F)(F)F)CC2)nc2ccccc21	2	-0.5	-26	2.9	-3	-1.1	11	-3	1
Cc1cc(=O)[nH]c(NN=C(CC(C)C)CC(C)C)n1	0	0.4	19	1.0	1	3.6	6	-1	-4
C=CC(=O)N1c2ccccc2Sc2ccc(NC(=O)OCC)cc21	8	0.4	-20	-0.6	x	-7.5	33	x	1
CC1CN(S(=O)(=O)c2ccc(C(=O)Nc3ccc(S(=O)(=O)Nc4ncccn4)cc3)cc2)CC(C)O1 (stereo not given)	1	0.5	32	-0.1	1	3.7	9	0	-8
CC(=O)c1c(C(C)=O)c(C)n(-c2ccc(O)cc2)c1C	8	-0.2	16	-0.1	8	0.5	8	-2	-5
COC(=O)CNC(=O)CNC(=O)c1nn(-c2ccc(OC)c(Cl)c2)c(=O)c2ccccc12	-1	-1.4	3	0.1	1	-3.4	x	4	-2
Cc1nnc(SCC(=O)Nc2sc3c(c2C(N)=O)CCCC3)[nH]c1=O	1	0.5	19	-0.4	-3	-0.6	25	-4	-7
COc1ccc(N2C(=O)CC(N3CCN(C4CCc5ccccc5C4)CC3)C2=O)cc1 (stereo not given)	5	-0.9	26	-1.0	1	-2.1	9	-4	-11
N/C(=N\OC(=O)c1ccccc1[N+](=O)[O-])c1ccccn1	-12	-0.1	0	3.4	x	-0.7	6	2	-2
O=C(Cn1ncnn1)OCc1ccccc1Cl	-21	-0.1	17	0.9	0	0.8	15	-1	-13

Next part.
SMILES	Hck Nef HTS	PERK inhibitor	EP2 mod	zVAD death inh	Runt-CBFb FRET	TNF necrop inh	EP2 antag	Runt-SMMHC FRET	RBBP9 inhibitor
COc1cccc(NC(=O)CSc2nnc(-c3cc(C)n(-c4ccccc4)c3C)o2)c1	0	0.1	9	-0.4	-2	-2.6	11	-2	-11
Cc1ccc(/C=N/N=C2/NC(=O)C(CC(=O)N3CCOCC3)S2)cc1 (stereo not given)	30	-0.4	26	3.0	11	-0.7	9	-2	-7
O=C(COc1ccccc1-c1ccccc1)Nc1ccc(S(=O)(=O)NCc2ccco2)cc1	5	-0.2	29	0.4	0	-0.5	3	2	-11
C/C(=N\NC(=O)CC#N)c1cc2ccc(O)cc2oc1=O	-3	-0.5	26	-0.3	20	-0.3	9	92*	4
COc1ccc(CN2CCN(C(=O)c3ccco3)CC2)cc1OC	-34	-0.7	45	3.6	3	1.5	6	-2	-5
C(=N\NC1=Nc2cccc3cccc1c23)/c1ccccn1	29	0.4	-59	1.1	-24	-3.9	9	-59	-7
COC(=O)C1=NN(C(C)=O)C2(CC(=O)N(c3cccc(C)c3)C2=O)C1 (stereo not given)	1	1.2	17	1.2	-2	1.3	10	2	-10
Cn1nc(C(=O)OCC(=O)c2ccc[nH]2)c2ccccc2c1=O	16	0.8	-10	1.6	-1	-0.9	-1	1	-4
CCc1c(C)nc(N)n2c(SCC(=O)Nc3ccccc3OC)nnc12	0	-0.3	-5	0.2	-2	0.5	6	-7	-9
Nc1cc2c3c(cccc3c1)C(=O)N(CCN1CCCC1)C2=O	-20	0.6	-47	52	-24	-25	21	-127	6
